Casp6 inh: human caspase-6 inhibitors, primary screen, biochemical, VEID-R110 fluorescence, single point, set 2; P55212; purified caspase-6, Z-VEID-R110 cleavage fluorescence; inhibition, % at 12.5 µM; 350,000 compounds, 0.53% hits;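 active = mean inhibition across replicates at least about 35%, with every replicate also reaching that limit, limit read from the data; inconclusive = only one of the two criteria met; inactive = neither criterion met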;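 note: 0% = median of neutral control wells and 100% = no fluorescence left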
Target sequence (P55212 24-179 limits assumed): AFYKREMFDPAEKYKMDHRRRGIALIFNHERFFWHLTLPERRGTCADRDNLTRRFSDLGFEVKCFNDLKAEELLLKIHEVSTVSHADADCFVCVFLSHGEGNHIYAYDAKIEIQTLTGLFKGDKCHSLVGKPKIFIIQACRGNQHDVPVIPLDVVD
Target sequence (P55212 194-293 limits assumed): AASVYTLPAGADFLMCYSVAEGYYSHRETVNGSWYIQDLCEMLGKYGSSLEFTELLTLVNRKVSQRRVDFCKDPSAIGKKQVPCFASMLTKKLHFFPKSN
SIRT5 block: SIRT5 desuccinylase inhibitors, primary screen, biochemical, fluorescence imaging, single point, set 5; Purified SirT5, succinyl-peptide AMC, trypsin-coupled fluorescence; AID 652115, 2013; 330,000 compounds, 1.1% hits; NAD-dependent protein deacylase sirtuin-5, mitochondrial (Homo sapiens), Q9NXA8; inhibition, % at 15 µM; in the data active = inhibition above about 15%; inconclusive = no clear call, values can overlap the other calls
Target sequence (Q9NXA8 whole entry, looked up): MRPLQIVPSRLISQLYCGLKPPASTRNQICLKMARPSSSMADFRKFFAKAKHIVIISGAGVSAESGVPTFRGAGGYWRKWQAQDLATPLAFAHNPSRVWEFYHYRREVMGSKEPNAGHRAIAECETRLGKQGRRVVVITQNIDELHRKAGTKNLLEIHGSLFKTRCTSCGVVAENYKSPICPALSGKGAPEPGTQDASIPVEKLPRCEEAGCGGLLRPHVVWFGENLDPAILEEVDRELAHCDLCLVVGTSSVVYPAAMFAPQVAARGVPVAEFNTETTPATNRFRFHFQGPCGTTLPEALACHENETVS
DENV2 CPE rescue: inhibitors of DENV2 cytopathic effect, primary screen, cell-based, plate reader, single concentration; DENV2-infected cells, cytopathic effect rescue; CPE inhibition, % at 9.99 µM; 350,000 compounds, 1.7% hits; AID 651640, 2012; in the data active = CPE inhibition above about 20%, passing the limit was not always enough; inconclusive = no clear call, values can overlap the other calls; tested in BHK-21 cells;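 note: 0% = median of neutral control wells and 100% = median of positive control wells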
PAX8 reporter: inhibitors of PAX8-driven TPO luciferase reporter, primary screen, RMG-I cells, single concentration; 360,000 compounds, 1.2% hits; AID 652154, 2013; SteadyGlo, 24 h; inhibition, % at 12.6 µM;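 active = mean replicate inhibition at least 60% with every replicate also reaching 60%; inconclusive = only one of the two criteria is met; inactive = mean below 60% and not all replicates reaching 60%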;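 note: luciferase light reporting Pax8 driven TPO promoter activity; plate controls were median of neutral control wells for no effect and mitoxantrone controls for full effect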
LGR2 inh: inhibitors of bursicon-induced LGR2 CRE-luciferase signal, primary screen, cell-based, HEK293, CRE-luciferase reporter, bursicon stimulation | 380,000 compounds, 0.35% hits | inhibition, % at 9.99 µM | bursicon-stimulated, 4 h;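 active = drop in luminescence signal, shown as inhibition above about 50% in the replicate tests, limit read from the data, passing the limit was not always enough; inconclusive = probably only some replicates passing the limit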;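 note: agonist challenge used bursicon conditioned medium at about half maximal strength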
ARNT TACC3 PPI: disruptors of ARNT/TACC3 protein interaction, primary screen, biochemical, AlphaScreen, single concentration | Transforming acidic coiled-coil-containing protein 3 (Homo sapiens), Q9Y6A5 | AlphaScreen His-ARNT PAS-B/GST-TACC3 binding, luminescence; TACC3 fragment carries E629A point mutation | inhibition, % at 9.99 µM | 390,000 compounds, 0.66% hits | AID 623870, 2012;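 active = mean inhibition of replicates at least 50% and at least half of replicates each reaching 50%; inconclusive = half or more replicates reach 50% but mean below 50%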;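 note: 0% = complete ARNT plus TACC3 wells and 100% = ARNT alone without TACC3; many hits fall short of the cut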
EWS-Fli inh: EWS/Fli-driven NR0B1 reporter inhibitors, primary screen, A673 cells, NR0B1 luciferase, luminescence, MLPCN library. viability-normalised. inhibition, % at 12.6 µM. 350,000 compounds, 0.67% hits;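 active = mean inhibition of at least 50% after viability correction, with every replicate also passing that limit; inconclusive = mean reaches 50% but only one of two replicates passes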;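 note: firefly luciferase signal divided by Alamar Blue viability fluorescence both relative to DMSO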
Starred values were filed as active, the others as inactive; ? = inconclusive; nt = no result given.

SMILES | Casp6 inh | SIRT5 block | DENV2 CPE rescue | PAX8 reporter | LGR2 inh | ARNT TACC3 PPI | EWS-Fli inh
Cc1ccc(S(=O)(=O)N(C)C)cc1NC(=S)N1CCCCC1CO (stereo not given) | 0 | 3 | -2 | 4 | 23 | 7 | 3
COCCN(C(=O)c1oc2ccccc2c1COC)c1c(N)n(CC(C)C)c(=O)[nH]c1=O | 1 | -3 | -10 | 3 | -3 | nt | 4
Cc1nn(CC(=O)NNC(=O)c2ccccc2F)c([N+](=O)[O-])c1Br | 0 | -2 | 2 | 21 | -4 | nt | 0
COCC(=O)Nc1ccc2c(c1)OC[C@H](C)N(C(=O)c1ccccc1F)C[C@@H](C)[C@@H](OC)CN(C)C2=O | 0 | 4 | 1 | nt | 10 | -10 | -2
CS(=O)(=O)N1CCC2(CC1)OCCN2S(=O)(=O)c1ccccc1 | -2 | 2 | -2 | -18 | -17 | -1 | -6
CCOC(=O)c1ccc(NC(=O)N2CCN(c3cccc(OC)c3)CC2)cc1 | 1 | -5 | 3 | -24 | 19 | -35 | 3
CCOC(=O)C[C@@H]1OC[C@H](CO)N1S(=O)(=O)c1ccc(C)cc1 | 0 | 0 | -5 | -5 | 27 | nt | 15
C[C@@H]1CN([C@H](C)CO)C(=O)c2cc(NS(=O)(=O)c3cn(C)cn3)ccc2O[C@@H]1CN(C)C(=O)NC1CCCCC1 | -1 | -3 | -8 | nt | 23 | 0 | 5
CSc1nc(N)c(C(=O)NC2CCCCC2)s1 | -2 | 4 | ? | -11 | -25 | -4 | -25
CC1(C)Cc2c(cnn2-c2cccc(F)c2)C(NC(=O)CSc2ccccn2)C1 (stereo not given) | -2 | 0 | 2 | 3 | 5 | 3 | 10
CCCC#Cc1ccc2c(c1)O[C@H](CN(C)C(=O)Nc1ccc(OC)cc1)[C@H](C)CN([C@@H](C)CO)S2(=O)=O | -1 | 6 | 6 | nt | 12 | -4 | 8
Cc1occc1C(=O)Nc1sc2c(c1C(N)=O)CCC(C(C)(C)C)C2 (stereo not given) | 6 | nt | nt | nt | -5 | 1 | nt
COc1cc(C(=O)O)ccc1OCC(=O)N1CCOCC1 | 2 | -1 | nt | nt | 5 | -3 | nt
C#CCOCCOCCOCCNc1nc(N2CCN(C(=O)[C@H]([C@@H](C)CC)n3cc(CCCCN)nn3)CC2)nc(N2CCN(C(=O)[C@H](CCCCN)n3cc(CC(C)O)nn3)CC2)n1 (stereo not given in full) | -70 | nt | -17 | 5 | 1 | 5 | 2
CCOC(=O)C1C(=O)CC(C)(O)C(C(=O)OCC)C1c1ccc([N+](=O)[O-])cc1 (stereo not given) | 4 | 0 | -4 | 6 | 0 | 0 | 7
COC(=O)C[C@H]1CC[C@H]2[C@@H](COC[C@H](O)CN2C(=O)Nc2cccc(F)c2)O1 | -1 | -1 | -5 | -18 | -3 | -12 | -35
CCCCNC(=O)c1nc(C2CCN(S(=O)(=O)c3cccc(C(F)(F)F)c3)CC2)oc1-c1ccccc1 | 0 | -1 | ? | 8 | 8 | nt | 4
C[C@H](CO)N1C[C@H](C)[C@H](CN(C)Cc2ccccc2F)Oc2cc(C3=CCCCC3)ccc2S1(=O)=O | 0 | 13 | 7 | nt | 22 | 1 | 6
O=S(=O)(c1cccc(F)c1)N1CC[C@@H]2[C@H]1c1cc(Br)ccc1N[C@@H]2CO | 6 | 2 | 10 | 4 | 4 | 3 | -7
CCCNC(=O)C[C@H]1CC[C@@H]2[C@H](COC[C@H](O)CN2C(=O)c2cccnc2)O1 | 0 | -7 | -6 | -18 | -11 | -6 | -10
Cc1cc2nc(-c3ccco3)cc(C(F)(F)F)n2n1 | 3 | -3 | -1 | -8 | 0 | 1 | -11
Cc1cc([N+](=O)[O-])ccc1NC(=O)C[n+]1ccc(N(C)C)cc1 | -3 | 0 | 18 | 1 | 2 | 6 | 2
CC(=O)c1ccc(S(=O)(=O)N2CCN(CC(=O)Nc3ccnn3C3CCCC3)CC2)cc1 | 1 | -4 | 1 | -1 | -13 | 9 | 8
COC(=O)c1ccc(CN2C(=O)NC3(CCCCC3)C2=O)cc1 | -1 | 0 | 8 | -107 | nt | -4 | 7
CCCNC(=O)/C=C/c1ccc(S(=O)(=O)Nc2ccccc2OC)cc1 | -2 | -3 | 0 | -1 | 18 | -9 | -10

Copied from the results shown, eight compounds:
SMILES | Casp6 inh | SIRT5 block | DENV2 CPE rescue | PAX8 reporter | LGR2 inh | ARNT TACC3 PPI | EWS-Fli inh
C[C@@H]1CN([C@H](C)CO)C(=O)c2cc(NS(=O)(=O)c3cn(C)cn3)ccc2O[C@@H]1CN(C)C(=O)NC1CCCCC1 | -1 | -3 | -8 | nt | 23 | 0 | 5
CSc1nc(N)c(C(=O)NC2CCCCC2)s1 | -2 | 4 | ? | -11 | -25 | -4 | -25
CC1(C)Cc2c(cnn2-c2cccc(F)c2)C(NC(=O)CSc2ccccn2)C1 (stereo not given) | -2 | 0 | 2 | 3 | 5 | 3 | 10
CCCC#Cc1ccc2c(c1)O[C@H](CN(C)C(=O)Nc1ccc(OC)cc1)[C@H](C)CN([C@@H](C)CO)S2(=O)=O | -1 | 6 | 6 | nt | 12 | -4 | 8
Cc1occc1C(=O)Nc1sc2c(c1C(N)=O)CCC(C(C)(C)C)C2 (stereo not given) | 6 | nt | nt | nt | -5 | 1 | nt
COc1cc(C(=O)O)ccc1OCC(=O)N1CCOCC1 | 2 | -1 | nt | nt | 5 | -3 | nt
C#CCOCCOCCOCCNc1nc(N2CCN(C(=O)[C@H]([C@@H](C)CC)n3cc(CCCCN)nn3)CC2)nc(N2CCN(C(=O)[C@H](CCCCN)n3cc(CC(C)O)nn3)CC2)n1 (stereo not given in full) | -70 | nt | -17 | 5 | 1 | 5 | 2
CCOC(=O)C1C(=O)CC(C)(O)C(C(=O)OCC)C1c1ccc([N+](=O)[O-])cc1 (stereo not given) | 4 | 0 | -4 | 6 | 0 | 0 | 7

New compounds follow
SMILES | Casp6 inh | SIRT5 block | DENV2 CPE rescue | PAX8 reporter | LGR2 inh | ARNT TACC3 PPI | EWS-Fli inh
COCC1CN(CCc2ccc(F)cc2)S(=O)(=O)c2c(OCCN3C(=O)[C@@H]4[C@H](C3=O)[C@@H]3C=C[C@H]4C3)cccc2O1 (stereo not given in full) | -3 | -2 | -8 | 7 | 13 | nt | 7
Cc1ccc(S(=O)(=O)Nc2ccc3c(c2)C(=O)N([C@@H](C)CO)C[C@@H](C)[C@@H](CN(C)C(=O)CCC(F)(F)F)OCCCC[C@H](C)O3)cc1 | 2 | 5 | -5 | -14 | -3 | 3 | -7
COC(=O)NN1C(=O)C(c2ccccc2)=C(c2ccc(Cl)cc2)C1=O | -8 | -3 | -2 | -13 | 1 | 3 | 2
N#Cc1c(N)[nH]c(C(=O)c2ccccc2)c1-c1ccc(Br)cc1 | 5 | 1 | 57* | -5 | -7 | nt | 13
CCCN1CNc2c(c(=O)[nH]c(=S)n2-c2ccc(Cl)cc2)C1 | -1 | -1 | nt | 12 | -1 | -3 | 5
COc1cc(/C=C/CNC[C@H]2O[C@@H](n3cnc(C(N)=O)n3)[C@H](O)[C@@H]2O)ccc1O | 0 | -5 | -4 | 12 | -10 | -8 | 0
Cc1ccc(-n2c(SCC(=O)N/N=C/c3c(C)nn(-c4ccccc4)c3C)nc3ccccc3c2=O)cc1 | 9 | 1 | 4 | 18 | -7 | -1 | 7
CCOc1ccc(OCC(=O)N2CCN(S(=O)(=O)c3ccccc3)CC2)cc1 | 0 | -5 | -5 | 18 | 0 | nt | 5
COc1cccc2c1C(=O)C=C(C)C2=O | 3 | -7 | -2 | 28 | 20 | 8 | 24
O=C(c1cccc(F)c1)N1CCN(c2ccc([N+](=O)[O-])c3cccnc23)CC1 | nt | 3 | -5 | 13 | -11 | -1 | 3
CCc1noc(C)c1C(=O)NC1CCCc2c1cnn2-c1cc(C)cc(C)c1 (stereo not given) | 0 | -1 | 2 | -28 | -13 | -2 | nt
COc1ccccc1CNC(=O)CN1C(=O)NC(c2ccccc2)(c2ccc(C)c(C)c2)C1=O (stereo not given) | 1 | -4 | 3 | 32 | 2 | -4 | 8
COc1ccc(CCNC(=O)NC23CC4CC(CC(C4)C2)C3)cc1 | 2 | -1 | 1 | nt | -22 | 0 | -32
CC1CC(C)CN(S(=O)(=O)N2CCCC(C(=O)NCCc3ccc(Cl)cc3)C2)C1 (stereo not given) | 1 | -4 | -8 | -5 | 6 | -5 | nt
CC(C)(CNC(=O)c1ccc(Cl)c(S(=O)(=O)N2CCc3ccccc3C2)c1)N1CCOCC1 | 0 | -2 | -6 | 24 | 10 | -4 | 15
Cc1cc(C(F)(F)F)nn2cnnc12 | 0 | 3 | -3 | 0 | 10 | 1 | -12
Cc1ccc(CNC(=O)CCSCc2cccc(F)c2)cc1 | 4 | -2 | -7 | 17 | -1 | 2 | 5
CN(CC(=O)NCc1ccccc1Cl)S(=O)(=O)c1ccc2c(c1)n(C)c(=O)c(=O)n2C | 5 | -5 | -2 | -11 | -13 | -4 | -3
COc1ccccc1-c1csc(C(C)(O)c2cccc(F)c2)n1 (stereo not given) | 3 | nt | 6 | -7 | -9 | nt | 3
Cc1cccc(Oc2nc3ccccn3c(=O)c2/C=C(\C#N)C(=O)NC2CCS(=O)(=O)C2)c1 (stereo not given) | nt | nt | nt | -4 | 0 | -3 | nt
O=C(NCc1cccs1)c1cnc(Cl)c(Cl)c1 | -1 | -2 | nt | -16 | -11 | -8 | -1
COc1cc(C(O)CO)ccc1OS(=O)(=O)O (stereo not given) | 1 | -6 | -8 | -3 | nt | -3 | -4
C[C@@H]1CCCCO[C@@H](CN(C)C(=O)Nc2cccc3ccccc23)[C@H](C)CN([C@H](C)CO)C(=O)c2cc(NC(=O)c3ccncc3)ccc2O1 | 0 | 7 | 3 | 58 | -14 | 11 | 28
COc1cccc(NC(=O)N2C[C@H](O)COC[C@H]3O[C@@H](CC(=O)NC4CCCC4)CC[C@@H]32)c1 | 3 | -2 | -1 | -4 | -2 | 13 | -12
N/C(=N\c1nc2c(c(=O)[nH]1)CCC2)Nc1ccccc1C(F)(F)F | 1 | -10 | nt | nt | 11 | 3 | 15

Additional results follow:
SMILES | Casp6 inh | SIRT5 block | DENV2 CPE rescue | PAX8 reporter | LGR2 inh | ARNT TACC3 PPI | EWS-Fli inh
COc1cc2c(cc1NC(=O)CSc1ccc(Cl)cc1)oc1ccccc12 | nt | nt | nt | -21 | 11 | -23 | nt
COC(=O)C[C@H]1CC[C@@H]2[C@H](COc3ccc(NC(=O)c4ccc(C(F)(F)F)cc4)cc3C(=O)N2C)O1 | 4 | 0 | -7 | -31 | 1 | -9 | -28
Cc1noc(C)c1C(=O)NCC(=O)Nc1ccccc1Br | 0 | -3 | 8 | -4 | 4 | 2 | -4
O=C(NCCc1ccccc1)C1CC(=O)N(C2CCCC2)C1 (stereo not given) | -1 | -3 | 1 | 2 | -12 | -1 | nt
COc1cc(C(=O)NCC2(N(C)C)CCCCC2)ccc1OCc1ccccc1 | -7 | 65* | 5 | -1 | 5 | 2 | 2
CC(=O)c1cccc(NC(=O)NCc2ccccn2)c1 | -1 | -2 | 5 | nt | nt | 29 | -51
O=C(N/C(=C\c1ccc([N+](=O)[O-])cc1)C(=O)N1CCCCC1)c1ccco1 | -2 | -4 | 4 | -1 | -11 | -1 | 5
COc1ccc(OC)c(NC(=O)c2c3c(nc4ccccc24)CCC3)c1 | 3 | 7 | -3 | nt | 6 | -3 | 7

Screening data from PubChem.
